# Screens from PubChem.
# PERK inhibitor = inhibitors of human PERK kinase. inhibition, % at 5.6 µM. AID 1416. Q9NZJ5. CHO PERK-DD fusion, SEAP luminescence translation reporter. actives 0.17% (n = 220,000);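 active = inhibition above the mean inhibition of all tested compounds plus 3 SD, set separately per screening campaign, cut at about 2.9% in these data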;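 note: PERK kinase domain activated by AP20187 dimerizer at 100 nM; 0% = DMSO with dimerizer and 100% = rapamycin at 8.4 µM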
# MDM2 E3 inh = inhibitors of human Mdm2 E3 ubiquitin ligase; AID 1230; cell-based MDM2 ubiquitination luciferase reporter, 2 h; 0 = plate control, 100 = twice control, blank-subtracted; signal enhancement, % at 5 µM; actives 0.11% (n = 210,000);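 active = signal enhancement of 30% or more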;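 note: luminescence tracks abundance of the self-degrading MDM2-luciferase fusion protein; higher signal means inhibition of MDM2 E3 ligase activity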
#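 Material: stable MDM2–luciferase fusion reporter cells / Quantity: 2000 cells/well / Dosing: single 5 µM compound dose, 0.2% final DMSO / Buffer or medium: DMEM / Schedule: 4 h cell settling then 2 h compound exposure, 37 °C / Detection: luminescence with SteadyLite reagent, 15 min at room temperature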
# Rad51 HR inh = Rad51 (human) homologous recombination inhibition | actives 0.085% (n = 200,000) | inhibition, % at 10 µM | hRad51 DNA strand exchange, fluorescence dequenching | Q06609;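 active = inhibition above 40% at the single screening dose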;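 note: 0% = DMSO control wells and 100% = blanks with heterologous ssDNA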
#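 Material: Human Rad51 nucleoprotein filaments preassembled on unlabelled ssDNA | Also added: Labelled 47-mer dsDNA for strand exchange | Dosing: Single dose, 10 µM final compound | Schedule: 30-min compound preincubation and 15-min exchange, both room temperature | Technique: Fluorescence dequenching at 485/520 nm | Measure: Percent inhibition relative to plate controls and blanks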
# TNF necrop inh = TNF-alpha cell death inhibition in Jurkat FADD-/- cells | Jurkat FADD-/- TNF necroptosis rescue, ATP luminescence, 24 h; 0 = TNF only, 100 = no-TNF cells | activation (protection from cell death), % at 10 µM | actives 0.068% (n = 220,000);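 active = activation, meaning protection from cell death, of at least 50% relative to plate controls; inactive = activation below 50%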;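 note: necroptosis triggered by 40 ng/mL TNF-alpha added together with compound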
# m-calpain inh = blocks pig calpain II enzyme activity; purified calpain II, fluorogenic peptide substrate, 30 min; inhibition, % at 16 µM; actives 0.37% (n = 220,000);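 active = inhibition above about 50%, limit read from the data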
# eIF4E 4G PPI = eIF4E/eIF4G interaction inhibition in translation initiation; P63073+Q04637; TR-FRET eIF4E-eIF4GI(517-606) binding, 2 h; inhibition, % at 21.7 µM; actives 0.37% (n = 220,000); AID 782;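 active = inhibition above about 30%, limit read from the data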;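 note: 0% = full FRET control wells and 100% = background wells lacking eIF4GI fragment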
# L929 necroptosis = L929 zVAD cell death inhibition; L929 zVAD necroptosis rescue, ATP luminescence, 24 h; with zVAD 60 µM; viability rescue, % at 10 µM; actives 0.38% (n = 220,000); AID 1377;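 active = activation, scaled between plate controls, above about 75%, limit read from the data; inactive = activation under that limit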;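 note: 0% = zVAD with DMSO and 100% = DMSO alone without zVAD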
# Cl transport mod = modulators of human KCC2 chloride dependent transport. B-score of Tl+ flux slope (higher = more flux/activation; lower = inhibition) at 10 µM. AID 1456. Q9H2X9. KCC2 cells, thallium flux FluoZin-2 fluorescence. actives 2.2% (n = 190,000);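 active = thallium flux slope and its plate-corrected score both differing from the plate sample mean at a set confidence after two filtering rounds, in either direction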;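 note: slope of fluorescence scaled to starting intensity during 10 to 20 s after thallium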
# Target sequence (Q9H2X9 whole entry, looked up): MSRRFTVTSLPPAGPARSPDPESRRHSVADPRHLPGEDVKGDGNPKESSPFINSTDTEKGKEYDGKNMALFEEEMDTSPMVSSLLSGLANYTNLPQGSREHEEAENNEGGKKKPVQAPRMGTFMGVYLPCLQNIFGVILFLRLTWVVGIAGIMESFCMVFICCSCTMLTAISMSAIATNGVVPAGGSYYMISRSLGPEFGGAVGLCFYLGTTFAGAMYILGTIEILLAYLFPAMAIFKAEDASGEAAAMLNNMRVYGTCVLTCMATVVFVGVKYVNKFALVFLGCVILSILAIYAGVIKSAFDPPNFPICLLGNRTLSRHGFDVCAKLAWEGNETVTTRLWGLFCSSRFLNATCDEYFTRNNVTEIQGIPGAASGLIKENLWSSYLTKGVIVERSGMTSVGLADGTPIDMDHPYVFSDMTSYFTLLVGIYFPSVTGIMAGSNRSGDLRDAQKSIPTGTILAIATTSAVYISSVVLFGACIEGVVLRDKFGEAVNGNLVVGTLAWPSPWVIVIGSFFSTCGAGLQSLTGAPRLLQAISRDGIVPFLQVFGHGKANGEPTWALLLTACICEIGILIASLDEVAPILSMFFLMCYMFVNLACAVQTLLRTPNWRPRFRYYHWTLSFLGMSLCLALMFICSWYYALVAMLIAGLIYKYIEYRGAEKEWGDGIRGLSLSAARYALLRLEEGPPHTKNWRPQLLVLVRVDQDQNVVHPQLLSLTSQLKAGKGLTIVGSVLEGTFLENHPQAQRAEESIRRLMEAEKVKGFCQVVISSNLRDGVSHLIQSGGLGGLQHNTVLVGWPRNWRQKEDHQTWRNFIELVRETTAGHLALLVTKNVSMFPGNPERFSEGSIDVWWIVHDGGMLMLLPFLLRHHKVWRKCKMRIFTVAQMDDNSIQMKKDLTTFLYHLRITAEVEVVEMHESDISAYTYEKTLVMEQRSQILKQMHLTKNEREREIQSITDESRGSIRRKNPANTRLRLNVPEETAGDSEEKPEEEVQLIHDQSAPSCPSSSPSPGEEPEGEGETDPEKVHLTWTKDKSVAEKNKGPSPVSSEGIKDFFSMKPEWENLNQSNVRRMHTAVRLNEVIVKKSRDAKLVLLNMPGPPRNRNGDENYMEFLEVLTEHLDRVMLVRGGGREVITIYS
# EBV gp42 inh = blocks Epstein-Barr virus glycoprotein 42 binding | inhibition, % (tested at 21.74 µM) | Q1HVG2 | Fluorescence polarization binding assay, mP read-out | actives 0.42% (n = 220,000); in the data active = inhibition above about 50%
# Numbers without * were called inactive; i = inactive; / = not tested or not shown; [ ] = another dose, or the depositor's remark.
SMILES,PERK inhibitor,MDM2 E3 inh,Rad51 HR inh,TNF necrop inh,m-calpain inh,eIF4E 4G PPI,L929 necroptosis,Cl transport mod,EBV gp42 inh
Cc1ccc(Cl)cc1N1CCN(C(=O)C(=O)N2CCCCC2)CC1,0.6,-15,-85,0.3,12,2,0.4,0.13,3
CC1(C)SC(=S)N(NC(=O)Nc2ccccc2)C1N(O)C(=O)Nc1ccccc1 (centres undefined),0.0,-3,-3,0.4,17,-15,0.0,-0.27,-13
CC1=C(C(=O)Nc2ccccn2)C(c2ccc(F)cc2)n2ncnc2N1 (centres undefined),1.2,-15,4,-1.5,13,1,0.0,0.81,-4
O=C(c1ccc(Cn2cc(Br)cn2)o1)N1N=C(C(F)F)CC1(O)C(F)F (centres undefined),-0.7,-1,-6,0.4,-24,-3[fluorescence artefact?],0.2,-1.4,-8
CCOC(=O)c1oc2cc(C)cc(C)c2c1C,1.3,-6,28,0.5,14,-2,0.8,-0.0056,-10
CCCCNC(=O)CSc1nnc(-c2ccco2)n1C,1.2,-13,4,-2.2,-12,-2,-0.2,1,-9
Cc1ccc(S(=O)(=O)N2CCOCC2)cc1C(=O)NCCN1C(=O)S/C(=C\c2ccccc2Cl)C1=O,-0.4,-1,7,1.9,-18,-3,0.6,0.024,-2
CCn1c(C)cc2c(c1=O)C(c1ccccc1)C(C(=O)OC)=C(N)O2 (centres undefined),1.9,5,5,-9.7,2,-3,-0.5,-0.053,-9
CCC(=O)Nc1cccc(NC(=O)c2ccc(Br)cc2)c1,0.5,-2,0,1.8,-14,3,1.5,0.00018,10
CCNC(=O)NNC(=O)C1CC(c2cccs2)=NO1 (centres undefined),0.0,-5,-6,0.1,2,-1,1.6,-0.58,6
Cc1ccc(NC(=O)NCCCc2ccccc2)cc1,0.5,7,2,-0.1,6,-12,-0.1,/,-15
COc1ccc(C)cc1NC(=O)c1cnc2n(c1=O)CCS2,-1.2,7,-4,-0.2,-122,3[fluorescence artefact?],-0.2,0.8,-16

# Copied from the results shown, 6 compounds:
SMILES,PERK inhibitor,MDM2 E3 inh,Rad51 HR inh,TNF necrop inh,m-calpain inh,eIF4E 4G PPI,L929 necroptosis,Cl transport mod,EBV gp42 inh
CC1=C(C(=O)Nc2ccccn2)C(c2ccc(F)cc2)n2ncnc2N1 (centres undefined),1.2,-15,4,-1.5,13,1,0.0,0.81,-4
O=C(c1ccc(Cn2cc(Br)cn2)o1)N1N=C(C(F)F)CC1(O)C(F)F (centres undefined),-0.7,-1,-6,0.4,-24,-3[fluorescence artefact?],0.2,-1.4,-8
CCOC(=O)c1oc2cc(C)cc(C)c2c1C,1.3,-6,28,0.5,14,-2,0.8,-0.0056,-10
CCCCNC(=O)CSc1nnc(-c2ccco2)n1C,1.2,-13,4,-2.2,-12,-2,-0.2,1,-9
Cc1ccc(S(=O)(=O)N2CCOCC2)cc1C(=O)NCCN1C(=O)S/C(=C\c2ccccc2Cl)C1=O,-0.4,-1,7,1.9,-18,-3,0.6,0.024,-2
CCn1c(C)cc2c(c1=O)C(c1ccccc1)C(C(=O)OC)=C(N)O2 (centres undefined),1.9,5,5,-9.7,2,-3,-0.5,-0.053,-9

# Continued.
SMILES,PERK inhibitor,MDM2 E3 inh,Rad51 HR inh,TNF necrop inh,m-calpain inh,eIF4E 4G PPI,L929 necroptosis,Cl transport mod,EBV gp42 inh
COc1cc(C(=O)NCC(c2ccco2)N(C)C)cc(OC)c1OC (centres undefined),0.7,-9,-10,-0.3,7,3,4.8,-0.59,-1
CC1=CC(C)(C)Nc2cc(C)c(C)cc21,0.1,-21,-2,2.9,1,0,1.8,/,1
Cc1ccc(Oc2ccc(Cl)cc2N)cc1,1.3,-8,2,-1.0,-8,2,1.5,0.6,-2
O=C(COc1ncnc2ccccc12)NC(=O)NCc1ccccc1,1.2,-23,7,-4.1,27,6,-0.5,-0.7,0
CN(C)C(=O)N1CCCC(C(=O)NCc2cccs2)C1 (centres undefined),1.0,4,-4,2.2,9,6,0.4,-0.3,-6
COc1ccc(-c2nn(-c3ccccc3)cc2/C=C\C(=O)Nc2ccc(C(=O)O)cc2)cc1,0.6,10,5,-0.6,3,9,5.4,-2.3,1
C=CCn1c(-c2ccccc2OCC)n[nH]c1=S,0.7,-3,/,0.1,9,-8,-0.2,0.52,-4
CC1(C(=O)OCC(=O)NC(=O)NCc2ccccc2)CC1(Cl)Cl (centres undefined),-0.6,-8,3,1.8,26,0,14,-0.066,2
O=C(CSC1=NNC(c2ccccn2)S1)Nc1ccc(C(F)(F)F)cc1 (centres undefined),0.4,37*,7,-12,-26,-4,4.3,-0.036,-7
O=C(CSc1ncccn1)NC(=O)NCc1ccco1,0.7,2,-5,2.8,-12,-3,4.1,0.55,-18
Cc1ccc(-n2cc(CN3CCNC(=O)CC3)c(-c3ccc(F)cc3)n2)cc1,-1.2,0,/,4.6,-14,2,1.0,0.022,-3
CC1CN(C(=S)Nc2ccccc2)N(c2ccccc2)C1 (centres undefined),2.2,-15,2,0.6,23,0,-0.3,-0.29,-11

# Shown as a hit in MDM2 E3 inh (from the list above):
mol	PERK inhibitor	MDM2 E3 inh	Rad51 HR inh	m-calpain inh	eIF4E 4G PPI	Cl transport mod	EBV gp42 inh
O=C(CSC1=NNC(c2ccccn2)S1)Nc1ccc(C(F)(F)F)cc1 (centres undefined)	0.4	37*	7	-26	-4	-0.036	-7

# The listing continues.
SMILES,PERK inhibitor,MDM2 E3 inh,Rad51 HR inh,TNF necrop inh,m-calpain inh,eIF4E 4G PPI,L929 necroptosis,Cl transport mod,EBV gp42 inh
O=C(O)c1ccc(S(=O)(=O)c2ccc3c(c2)C(=O)N(NC(=O)c2cccnc2)C3=O)cc1,0.0,-2,9,0.0,18,5,1.5,0.64,-5
Cc1nn(-c2ccccc2)c(C)c1NC(=O)COc1ccc(F)cc1Cl,0.0,1,11,0.9,6,1,0.4,-1.8,-14
CC(C)CCN1CCN(Cc2ccoc2)CC1CCO (centres undefined),0.8,-6,/,5.0,3,5,0.0,-0.088,-13
CC(C)NC(=O)NC(=O)COC(=O)/C=C/c1ccccc1[N+](=O)[O-],0.8,-12,6,-0.6,25,-1,2.4,-1.5,-2
CCn1c(/C=C\c2ccccc2C)nc2ccccc2c1=O,-0.4,-4,-3,0.3,7,-1,26,0.0084,0
N#CCC(=O)N/N=C1\CCCCC1C1CCCCC1 (centres undefined),1.7,-12,7,1.4,-9,-6[fluorescence artefact?],0.1,0.28,3
CCOC(=O)c1[nH]cnc1N=Nc1c(O)ccc2ccccc12,0.4,-11,-8,-7.5,-11,8,16,-0.22,56*
O=C(NNS(=O)(=O)c1ccccc1)c1cc2cc3ccccc3nc2s1,0.4,1,10,-1.4,13,-7,0.3,/,-12
CCOc1ccccc1N(CC(=O)NCC1CCCO1)C(=O)CCC(=O)Nc1ccccn1 (centres undefined),0.0,-9,24,0.8,2,3,-0.7,0.13,-16
Cc1cn(S(=O)(=O)c2cc(Br)ccc2Br)cn1,0.6,4,5,1.3,5,1,0.4,0.07,2
COC(=O)c1ccc(COc2ccc(-c3nnn(CC(N)=O)n3)cc2)cc1,0.8,-5,8,0.8,-25,4,3.5,0.96,-14
CCOC(=O)C1CCN(c2cc(C)nc3cc(-c4cccc(F)c4)nn23)CC1,-0.5,-21,-2,0.6,i,-6,1.0,-0.14,13

# 2 entries from above in another layout:
# Second line of a record: PERK inhibitor | MDM2 E3 inh | Rad51 HR inh | TNF necrop inh | m-calpain inh | eIF4E 4G PPI | L929 necroptosis | Cl transport mod | EBV gp42 inh
- COC(=O)c1ccc(COc2ccc(-c3nnn(CC(N)=O)n3)cc2)cc1
 : 0.8 | -5 | 8 | 0.8 | -25 | 4 | 3.5 | 0.96 | -14
- CC(C)CCN1CCN(Cc2ccoc2)CC1CCO (centres undefined)
 : 0.8 | -6 | / | 5.0 | 3 | 5 | 0.0 | -0.088 | -13

# Next section:
SMILES,PERK inhibitor,MDM2 E3 inh,Rad51 HR inh,TNF necrop inh,m-calpain inh,eIF4E 4G PPI,L929 necroptosis,Cl transport mod,EBV gp42 inh
CC1(C)CC1C(=O)Nc1ccc([N+](=O)[O-])cc1Br (centres undefined),0.6,-9,-6,2.1,21,-3,0.5,0.89,-5
ClCc1csc(N/N=C/c2cccs2)n1,0.3,1,/,-1.4,-16,-3,0.3,-0.003,-3
O=C(O)C1CSC2(CCN(Cc3ccccc3)CC2)N1 (centres undefined),0.8,5,/,0.0,21,-1,0.0,-0.57,-13
Nc1c(C(=O)c2ccco2)oc2ccccc12,1.0,-89,-8,-0.8,7,7,1.4,-0.73,16
Cc1cnc(C(=O)OCC(=O)Nc2cccc(S(=O)(=O)N3CCCCC3)c2)cn1,0.6,-6,-10,1.9,0,-3,2.4,0.29,-19
COc1cc(OC)cc(C(=O)N[C@H](C(=O)OCC(N)=O)C(C)C)c1,0.4,0,2,0.8,16,-14,-0.5,1,11
CCC(=O)Nc1ccc(C(=O)CSc2nnc(-c3ccccc3F)n2CCc2ccccc2)cc1,-0.6,-5,-6,3.0,-33,4,0.7,0.51,-8
CCCCCNc1nc(-c2ccccc2)nc(-n2ccnc2)n1,0.3,-3,4,1.5,5,-1,11,0.74,2
COc1ccc(OC)c(N=C(C)C2=C(O)COC2=O)c1,-1.9,-9,/,-5.9,8,0,2.6,0.37,-9
O=c1c2ccccc2c(-c2ccc(Cl)cc2)nn1-c1ccccc1,0.7,-4,-6,-4.6,3,-4,0.5,-1.8,-16
O=C(CN1C(=O)CSC1=O)Nc1ccccc1F,1.4,-8,2,1.1,-13,3[fluorescence artefact?],0.4,/,-7
CCNS(=O)(=O)c1ccc(CCC(N)=O)cc1,1.0,-1,4,0.2,-4,2,0.0,0.39,3
O=C(CCCN1C(=O)/C(=C/c2cccs2)SC1=S)Nc1ccccn1,0.6,-7,10,5.2,43,-2,-0.8,/,-10
Cc1ccccc1NS(=O)(=O)c1ccc2c(c1)n(C)c(=O)n2C,-1.2,-15,-11,0.5,32,0,6.3,1.8,-14
Cc1cccc(NC(=O)CSc2nc3ccccc3o2)c1,0.1,-1,3,-3.6,15,-4,0.0,/,0
CCN1C(C(=O)c2ccccc2)=C(Nc2ccccc2C)c2ccccc2S1(=O)=O,-0.8,-7,/,0.9,2,-2,0.4,0.049,-25
CC(C)c1cc(CN2CCOCC2)cc(C(C)C)c1O,0.0,-6,-12,-0.2,29,-1,0.2,-0.91,-1
CCN(CC)S(=O)(=O)c1ccc(N=NC2=C(O)CC(C)(C)CC2=O)cc1,0.6,2,8,1.6,11,5[fluorescence artefact?],0.1,1.6,-29
